# Screens as filed in PubChem.
# C8 TRAIL sens: caspase-8 TRAIL sensitization; NB7+C8 cells + TRAIL, ATPlite viability luminescence; inhibition (viability loss, TRAIL sensitization), % at 10 µM; 360,000 compounds, 1% hits;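 active means compounds causing at least 50% loss of cell viability in the single-dose screen, relative to plate controls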
# SRC1 inh: inhibitors of human steroid receptor coactivator 1 (SRC1). HEK293 GAL4-SRC1 luciferase reporter, luminescence. 360,000 compounds, 0.12% hits. AID 588354. inhibition, % at 3.6 µM;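 active means inhibition above the campaign mean plus 3 SD, with each screening campaign given its own cutoff, cut at about 60% in these data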;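 further: 0% = DMSO treated cells and 100% = gossypol at 36 µM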
# SRC2 inh: inhibits human steroid receptor coactivator 2; Q15596; HEK293 GAL4-SRC2 luciferase reporter, luminescence; inhibition, % at 9 µM; 370,000 compounds, 0.17% hits;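 active means inhibition above the mean inhibition of all tested compounds plus 3 SD, set per campaign, cut at about 52% in these data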;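 further: 0% = DMSO treated cells and 100% = cells given Gossypol at 36 µM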
# NOD2 RIPK2 PPI: inhibitors of human NOD2-RIPK2 interaction | O43353 | CHO BLA complementation NOD2-RIPK2, CCF4 ratio | inhibition, % at 4.98 µM | 360,000 compounds, 0.38% hits | AID 624267; in the data active means inhibition above about 21%;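 further: 0% = vehicle only and 100% = reference blocker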
# Target sequence (O43353 whole entry, looked up): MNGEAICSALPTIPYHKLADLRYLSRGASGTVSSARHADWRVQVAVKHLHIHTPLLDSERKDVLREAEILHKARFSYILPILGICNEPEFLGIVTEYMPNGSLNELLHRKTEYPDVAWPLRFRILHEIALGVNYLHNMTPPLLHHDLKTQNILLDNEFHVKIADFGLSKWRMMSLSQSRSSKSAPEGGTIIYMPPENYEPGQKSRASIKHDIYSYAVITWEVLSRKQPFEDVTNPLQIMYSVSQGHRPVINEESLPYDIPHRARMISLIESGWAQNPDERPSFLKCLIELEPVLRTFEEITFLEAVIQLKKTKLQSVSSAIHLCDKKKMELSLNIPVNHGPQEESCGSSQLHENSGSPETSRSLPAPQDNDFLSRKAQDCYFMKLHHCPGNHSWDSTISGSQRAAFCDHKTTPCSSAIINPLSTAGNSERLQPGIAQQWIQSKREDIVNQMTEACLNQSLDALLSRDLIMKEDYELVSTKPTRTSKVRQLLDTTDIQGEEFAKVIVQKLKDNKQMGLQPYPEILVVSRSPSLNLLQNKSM
# TLR9-MyD88 block: TLR9-MyD88 interaction inhibition | inhibition, % at 4.98 µM | Q9NR96+Q99836 | AID 504734 | 340,000 compounds, 0.21% hits | CHO BLA complementation TLR9-MyD88, CCF4 FRET ratio;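 active means inhibition above the mean over all tested compounds plus 3 SD, cut at about 21% in these data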;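 further: 0% = DMSO only wells and 100% = clavulanate BLA inhibitor control wells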
# TROY signal inh: blocks TROY-dependent signaling in reporter cells; Q293 LMP1-TROYcd NF-kB luciferase reporter, 4 h; inhibition, % at 10 µM; 360,000 compounds, 0.98% hits; AID 1347056;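 active means compounds whose plate-normalised and pattern-corrected inhibition of the luciferase reporter signal at the single screening dose is 50% or more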
# Vif imaging: HIV Vif inhibition | inhibition, % at 7.49 µM | HEK293T cells, Vif self-association by quenched fluorescence, imaging, 24 h | 340,000 compounds, 0.35% hits; in the data active means inhibition above about 50%, passing the limit was not always enough; inconclusive means no clear call, values can overlap the other calls; inactive means below about 31%; further: some results filed as inactive read as strong as hits
# NR5A2 inv ag: inverse agonists of human LRH-1 (NR5A2); HEK293T StAR-luciferase reporter, LRH-1 transfected, 24 h; 360,000 compounds, 0.13% hits; inhibition, % at 3.6 µM;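 active means inhibition above the mean inhibition of all tested compounds plus 3 SD, cut at about 73% in these data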;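 further: 0% = DMSO wells and 100% = reporter-only cells lacking LRH-1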
# EBV LMP1 NFkB: inhibitors of Epstein-Barr LMP1-induced NF-kappaB reporter | LMP1-induced NF-kappaB luciferase reporter cells, luminescence | inhibition, % at 12.5 µM | 350,000 compounds, 0.69% hits | AID 504558; in the data active means inhibition above about 41%; inconclusive means no clear call, values can overlap the other calls;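 further: 0% = neutral control wells and 100% = reference inhibitor control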
# COUP-TFII inh: inhibitors of human COUP-TFII (NR2F2). inhibition, % at 8.6 µM. P24468. 370,000 compounds, 0.7% hits. HEK293T NGFI-A luciferase reporter, luminescence. AID 686940;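 active means inhibition above a per-plate cutoff, mean inhibition of test wells between control levels plus 3 SD, cut at about 38% in these data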;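 further: cells cotransfected with COUP-TFII expression vector driving the NGFI-A reporter; 0% = median of COUP-TF2 test wells and 100% = reporter-only cells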
# Target sequence (P24468 whole entry, looked up): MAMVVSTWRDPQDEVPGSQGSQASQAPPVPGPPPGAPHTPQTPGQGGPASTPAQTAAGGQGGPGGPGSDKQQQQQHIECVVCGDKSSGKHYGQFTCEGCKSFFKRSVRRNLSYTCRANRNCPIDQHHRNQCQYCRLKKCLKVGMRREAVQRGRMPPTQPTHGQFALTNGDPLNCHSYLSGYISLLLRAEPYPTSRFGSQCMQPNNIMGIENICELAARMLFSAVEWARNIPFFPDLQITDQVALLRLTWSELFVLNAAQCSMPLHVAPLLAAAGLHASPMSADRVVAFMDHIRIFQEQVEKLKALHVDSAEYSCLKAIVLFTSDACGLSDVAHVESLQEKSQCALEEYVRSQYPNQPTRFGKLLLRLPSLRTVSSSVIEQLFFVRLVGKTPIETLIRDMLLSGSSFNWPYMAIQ
# NCOA3 inh: inhibitors of human steroid receptor coactivator 3 (SRC3); Q9Y6Q9; HEK293 GAL4-SRC3 luciferase reporter, luminescence; inhibition, % at 3.6 µM; 360,000 compounds, 0.17% hits; AID 588352;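 active means inhibition above a per-campaign cutoff, the mean of all compounds plus 3 SD, cut at about 60% in these data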;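 further: 0% = DMSO-treated cells and 100% = gossypol-treated cells at 36 µM; higher means less SRC3-driven luciferase light from the GAL4 reporter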
# Starred values were filed as active, the others as inactive; ? = inconclusive; / = no result given. An excerpt. The share of hits here may be higher or lower than overall.
structure,COUP-TFII inh,TROY signal inh,EBV LMP1 NFkB,TLR9-MyD88 block,SRC1 inh,NOD2 RIPK2 PPI,SRC2 inh,C8 TRAIL sens,NCOA3 inh,Vif imaging,NR5A2 inv ag
CCOc1ccccc1C(=O)N1CCCCC1C (stereo unspecified),14,-14,7,2,-3,-7,15,-2,-8,/,3
CC1C(=O)N(Cc2cn(CCC3OCCCO3)nn2)CCS(=O)(=O)N1Cc1ccc(-c2ccc(F)cc2)cc1 (stereo unspecified),28,7,-7,-2,6,-3,-6,16,-18,5,-7
Cc1ccccc1-c1n[nH]c(=S)n1C,12,-3,-2,6,-20,-12,6,3,11,0,2
Cc1ccc(N2CC(O)(c3cccs3)[N+]3=C2CCCC3)cc1 (stereo unspecified),5,-4,9,3,0,1,15,5,22,4,-10
NC(=O)c1cccc(N=Cc2cc(Cl)cc(Cl)c2O)c1,-5,15,3,1,9,-5,-2,-9,3,-1,-1
CCc1ccc(OCC(=O)N(C)C)c(Br)c1,2,-7,-22,-7,-3,-14,-20,-12,-5,1,-4
O=C(Nc1ccccc1)N1CCN(Cc2ccccc2)CC1,-19,-10,-16,-2,-31,3,-11,-3,-27,-2,-21
COCCn1c(SCC(=O)Nc2ccc(F)cc2)nc2c(c1=O)SCC2,-11,10,-4,-10,-3,-1,-19,-19,4,-2,19
COc1ccccc1NS(=O)(=O)c1ccc(N/N=C/c2ccccc2OCC(=O)O)c([N+](=O)[O-])c1,1,8,-4,-2,5,-8,5,-4,10,-4,-3
CCc1c(C)nc2ncnn2c1Nc1ccc(C#N)c(Cl)c1,-7,-17,9,-2,11,-8,-4,-6,19,1,0
Nc1nnnn1CC(=O)N/N=C/c1ccc(-c2cccc(Cl)c2)o1,7,-3,-10,-5,-7,7,-19,-6,16,-27,2
COC(=O)c1ccc2c(=O)[nH]c(CSc3nnc(C(F)(F)F)n3C)nc2c1,-2,2,8,0,-3,-3,7,-3,17,6,15
O=C1CC(NCC2CCCO2)C(=O)N1c1ccc(F)cc1 (stereo unspecified),-4,6,2,-3,11,-6,-2,2,4,0,10
COc1ccc(NC(=O)C2CCCC2)cc1,-14,2,0,4,-28,0,-19,0,3,5,7
O=C(O)COc1ccc2c(c1)O/C(=C\c1cccs1)C2=O,19,4,-3,7,12,-13,28,4,10,5,-12
O=S(=O)(c1ccc(S(=O)(=O)N2CCC(O)CC2)cc1)N1CCCC1,-13,-14,3,3,17,-14,4,-33,4,27,-20
COc1ccc(-n2nc(C(=O)NCC(=O)NCc3ccc(F)cc3)c3ccccc3c2=O)cc1,8,2,-14,-4,4,-7,8,5,10,4,20
O=C(NCCO)C(c1ccccc1)c1ccccc1,8,-3,18,10,-2,0,14,-5,-27,13,-2
COc1ccc(CN2CCNC(=O)C2CC(=O)O)cc1OC (stereo unspecified),25,3,0,-8,3,-5,9,-9,-7,11,-12
COc1cc(C(=O)NCCc2ccc3c(c2)OCO3)cc(OC)c1OC,7,10,-14,0,6,-1,8,-1,-15,5,7
COC(=O)/C=C/c1oc2ccccc2c1C,24,12,-5,4,12,-5,-15,3,-1,26,14
COc1cccc(-c2nnc(-c3ccccc3NC(=O)c3ccc(C(C)(C)C)cc3)o2)c1,-3,-13,-2,/,-23,-7,-6,10,-9,-4,-1
CCCCCCCCCCCCCCCC[N+](C)(C)CCl,-2,3,0,-7,3,-2,1,90*,0,14,-16
Cc1ccnc(NC(=O)c2cccc(S(=O)(=O)NCc3ccccc3)c2)c1,9,14,0,5,-11,5,7,-9,20,-9,-15
O=[N+]([O-])c1ccc(N(CC2CO2)S(=O)(=O)c2ccccc2)cc1 (stereo unspecified),8,-6,2,3,-20,-12,-10,-19,-4,-3,12
CC1=CC(c2ccccc2)n2nc(N)nc2N1 (stereo unspecified),-14,-11,8,-5,-2,-11,-16,-5,7,-5,-1
CCCNC(=S)N1CCC(NC(=O)c2cccc(C)c2)CC1,12,-6,5,-2,-20,5,11,5,-7,0,8
COC(=O)c1cccc(Cn2nc(C)c([N+](=O)[O-])c2C)c1,4,12,3,4,-67,-2,12,1,-10,-5,-3
COc1ccc(CN(CC(=O)NCc2ccccc2)C(=O)CCC(=O)Nc2nccs2)cc1,-1,1,-2,3,23,-3,0,-37,12,-11,-3
CC1(C)CC2CC(C)(CN2C(=O)c2cc(-c3ccccc3O)on2)C1 (stereo unspecified),4,15,1,-2,1,-14,5,-5,-5,-2,-27
N#CCCn1c(=S)[nH]c2ccccc21,7,0,-2,2,2,-3,8,8,-2,-6,26
CCOc1ccc(NC(=O)CC2C(=O)N(c3ccc(OCC)cc3)C(=S)N2C2CC2)cc1 (stereo unspecified),10,15,-1,-4,0,-11,-37,-8,4,2,0
CCOc1ccccc1NC(C)C(=O)Nc1cc(C(F)(F)F)ccc1N1CCOCC1 (stereo unspecified),11,-13,-1,1,15,0,7,2,13,-7,-1
COc1ccc(N2C(=O)CC(N3CCN(c4cccc(Cl)c4)CC3)C2=O)cc1 (stereo unspecified),-5,-12,4,-2,16,-10,2,-15,-30,8,6
Cc1ccc(OCCOC(=O)c2sc(=S)n(C)c2C)cc1,-12,-12,-6,-11,10,-9,-25,-4,11,1,-11
CCN(CCCNC(=O)Cn1cc2c(n1)CCCC2)c1cccc(C)c1,8,-5,-6,-4,9,-3,21,5,27,-6,18
Cc1ccc(-c2ccc(/C=N\n3cnnc3)o2)c(Br)c1,8,8,9,1,-46,-5,4,-4,-2,-2,16
COc1cc(NC(=O)[C@@H](NC(=O)N2CCn3c2nc2ccccc23)C(C)C)cc(OC)c1,5,-28,5,3,1,2,9,1,-7,-6,-3
O=[N+]([O-])c1ccc(Oc2ccc(Oc3ccc(C(F)(F)F)cn3)cc2)nc1,7,-3,11,-4,-10,0,-10,-2,7,19,5
NS(=O)(=O)c1ccc(CNC(=S)Nc2ccc(Cl)c(Cl)c2)cc1,10,-6,1,-4,9,-4,10,0,6,26,12
CC(C)CC(=O)c1c[nH]c(C(=O)NCc2cccnc2)c1,-13,-10,2,0,5,-10,-15,-34,0,-4,2
O=C(OCc1ccc(F)cc1)c1cc2ccccc2cc1O,0,-10,1,-4,-10,8,0,-28,12,-9,9
COc1ccc(N(CC(=O)N2CCc3ccccc3C2)S(C)(=O)=O)cc1,15,-10,3,6,-14,-4,-3,-19,14,-15,5
CC(C)N1C(=O)S/C(=C/c2ccccc2OCc2ccc(C(=O)O)cc2)C1=O,4,6,-8,-7,-12,-7,-19,-13,7,1,2
Cc1nc(SCC(=O)N2c3ccccc3Sc3ccccc32)n[nH]1,-4,-6,-4,-2,0,-5,21,-11,8,/,9
COc1ccc(CC(=O)Nc2ccc(OC)nc2)cc1,13,-29,13,0,1,-5,9,18,-5,9,11
CC(OC(=O)CN(C)S(=O)(=O)c1ccc(Cl)cc1)C(=O)Nc1ncc(Cl)cc1Cl (stereo unspecified),2,10,0,3,-21,-2,-10,-12,-7,2,2
COc1ccccc1NC(=O)c1ccc2[nH]c(C)c(C)c2c1,-20,-38,-30,-7,-110,-1,-50,-26,-109,-6,-107
COC(=O)C1CCN(S(=O)(=O)c2cn(C)c(=O)n(C)c2=O)CC1,5,9,2,4,2,-1,24,-15,-1,-8,-7
O=C(COc1ccc(-n2cnnn2)cc1)Nc1ccccc1Cl,-7,-8,0,5,-18,-7,-8,-16,6,-4,5
CCOc1ccc(NS(=O)(=O)c2ccc(NS(C)(=O)=O)cc2)cc1,-1,10,5,-9,9,-9,-13,7,9,1,-11
CC(=O)Nc1cc(C(F)(F)F)ccc1Oc1cccc(Br)c1,1,10,7,-4,-5,-25,5,16,9,/,3
O=C(Cc1c(O)c2ccccc2[nH]c1=O)NCc1cccc(F)c1,/,-2,-17,-11,-22,-8,/,-20,14,-7,8
COc1cccc(C(=O)NNC(=O)C2CC(C)=C(C)CC2C(=O)O)c1 (stereo unspecified),1,-17,-1,4,1,4,-15,-12,5,-3,-6
C=CCn1c(SC)nnc1-c1ccc2ncccc2c1,7,-7,-12,9,3,-11,-6,-18,-14,-2,-10
CC(C)(C)C(=O)NNC(=O)COc1ccc2ccccc2c1Br,5,-9,-8,3,-6,-5,6,-7,11,-6,-6
CCc1ccccc1NC(=O)/C(=C/c1ccccc1)c1ccccc1,0,13,9,4,-19,-9,11,5,10,-7,-1
CCn1c(C)nc2cc(C(=O)NNC(=O)CN(C)S(=O)(=O)c3ccc(NC(C)=O)cc3)ccc21,-13,-13,2,1,-8,7,-19,7,-22,-1,2
CC(=O)c1cccc(S(=O)(=O)Nc2cccnc2)c1,-5,6,-3,-5,3,5,-23,7,14,15,13
COc1cc(NC(=S)NC(=O)c2ccc(C)cc2C)ccc1NC(=O)c1cccs1,-8,-13,-8,1,-2,-11,-23,0,2,2,-8

# The list goes on:
structure,COUP-TFII inh,TROY signal inh,EBV LMP1 NFkB,TLR9-MyD88 block,SRC1 inh,NOD2 RIPK2 PPI,SRC2 inh,C8 TRAIL sens,NCOA3 inh,Vif imaging,NR5A2 inv ag
COc1ccc(-n2c(C)nc3cc(C(=O)NCCN4CCOCC4)ccc32)cc1,10,-14,6,-2,3,10,0,-10,-9,18,-15
CCCCOP(=O)(c1ccc(N(C)C)cc1)C(O)c1ccc(N(C)C)cc1 (stereo unspecified),-7,-20,-4,3,-18,-1,-52,-3,-8,/,10
O=C(COC(=O)/C=C/c1ccccc1)NC(=O)NCc1ccccc1,20,3,-1,-7,-2,6,-3,-1,6,/,0
COc1ccc(C(=O)NCC(=O)N2CCN(c3ccccc3)CC2)cc1,-20,1,12,-7,2,-9,-15,-17,7,26,5
O=C(/C=C/c1ccccc1Cl)NCCc1ccc(F)cc1,-1,-64,?,-4,-24,-10,-17,20,-6,-2,-16
O=C(CSc1nc2ccc(Nc3nc(N4CCOCC4)nc(N4CCOCC4)n3)cc2s1)N1CCOCC1,-2,0,-1,1,-10,1,1,0,13,12,-6
O=C1CC(N2CCSCC2)C(=O)N1c1cccc(Cl)c1 (stereo unspecified),0,15,1,-7,-5,-9,-16,2,17,-5,8
CCCC(=O)n1nc(-c2ccc(OC)cc2)nc1N,15,-15,1,3,-16,-3,-1,0,-4,-4,-7
Cn1nc(C(=O)NNC(=O)c2ccc(Cl)c(S(N)(=O)=O)c2)c2ccccc2c1=O,-14,0,2,8,-12,2,5,11,-6,11,9

# An excerpt from above in order of the COUP-TFII inh value, low to high.
Structure,COUP-TFII inh,EBV LMP1 NFkB,TLR9-MyD88 block,SRC1 inh,NOD2 RIPK2 PPI,SRC2 inh,NCOA3 inh,Vif imaging,NR5A2 inv ag
COc1cccc(-c2nnc(-c3ccccc3NC(=O)c3ccc(C(C)(C)C)cc3)o2)c1,-3,-2,/,-23,-7,-6,-9,-4,-1
COC(=O)c1cccc(Cn2nc(C)c([N+](=O)[O-])c2C)c1,4,3,4,-67,-2,12,-10,-5,-3
COc1ccc(N(CC(=O)N2CCc3ccccc3C2)S(C)(=O)=O)cc1,15,3,6,-14,-4,-3,14,-15,5
